# Assay outcomes from PubChem.
# MBD2 inh: inhibitors of MBD2 binding to methylated DNA, primary screen, biochemical, TR-FRET, DNA-binding domain, human; Methyl-CpG-binding domain protein 2 (Homo sapiens), Q9UBB5; MBD2 binding to methylated oligonucleotide; inhibition, % at 4.4 µM; 370,000 tested, 0.31% active; AID 686964, 2013; in the data active = inhibition above about 13%
# Target sequence (Q9UBB5 whole entry, looked up, the tested form may be a part): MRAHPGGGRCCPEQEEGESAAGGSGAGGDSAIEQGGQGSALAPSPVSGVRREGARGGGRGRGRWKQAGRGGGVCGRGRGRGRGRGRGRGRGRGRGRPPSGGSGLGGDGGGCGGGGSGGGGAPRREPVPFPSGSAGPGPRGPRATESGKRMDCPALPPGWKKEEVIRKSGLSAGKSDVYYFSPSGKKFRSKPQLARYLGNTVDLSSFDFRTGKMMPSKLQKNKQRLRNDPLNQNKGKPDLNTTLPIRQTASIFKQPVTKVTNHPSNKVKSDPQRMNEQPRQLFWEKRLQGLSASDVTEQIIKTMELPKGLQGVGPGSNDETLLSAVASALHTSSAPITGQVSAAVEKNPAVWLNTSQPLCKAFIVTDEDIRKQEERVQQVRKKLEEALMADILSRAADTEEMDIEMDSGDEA
# TCR-CD3 inh: inhibitors of human TCR-CD3 interaction, primary screen, biochemical, fluorescence, TAMRA-labeled TCR probe; T-cell receptor (TCR); inhibition, % at 9.4 µM; 360,000 tested, 0.37% active; AID 651800, 2012; in the data active = inhibition above about 19%;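 note: recombinant mutant TCR 2C K166C tagged with TAMRA read by polarization; 0% = receptor in buffer alone and 100% = receptor with positive control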
# rCAG binder: binders of r(CAG) RNA repeats, primary screen, biochemical, fluorescence; AID 651821, 2012; r(CAG) RNA repeat, TO-PRO-1 dye displacement fluorescence; inhibition, % at 3 µM; 370,000 tested, 1.3% active;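 active = inhibition above the plate cutoff, the mean of all test compounds on that plate plus 3 SD, cut at about 35% in these data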;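 note: 0% = DMSO alone and 100% = 100 µM mitoxantrone as full dye displacement; higher means more dye released from RNA so lower well fluorescence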
# SIAE inh: human SIAE inhibitors, primary screen, biochemical, fluorescence polarization, FP-Rh probe, 1536-well HTS; 370,000 tested, 0.69% active; SIAE FP-Rh probe binding; AID 1053197, 2014; Sialate O-acetylesterase (Homo sapiens), Q9HAT2; inhibition, % at 9.66 µM;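 active = inhibition above a cutoff: mean of compounds within the control limits plus 3 SD of those, cut at about 17% in these data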;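 note: 0% = plate median of compound wells and 100% = probe without SIAE protein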
# NPR2 activator: human GC-B receptor activators, primary screen, HEK293 GC-B cells, cGMP TR-FRET, EC30 CNP. Atrial natriuretic peptide receptor 2 (Homo sapiens), P20594. 0% at EC30 CNP, 100% saturating CNP. activation, % at 10 µM. 370,000 tested, 0.11% active;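 active = activation at 10 µM reaching about 35% in either raw or pattern-adjusted values, limit read from the data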
# HTRA1 inhibitor: HTRA1 serine protease inhibitors, primary screen, biochemical, fluorescence polarization, HTS; inhibition, % at 5.96 µM; Q92743; AID 504803, 2011; recombinant HTRA1, FP-rhodamine activity-based probe; 340,000 tested, 0.5% active; in the data active = inhibition above about 36%;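 note: 0% = enzyme with DMSO and 100% = wells lacking enzyme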
# TDP2 absorb: human TDP2 enzyme inhibitors, primary screen, biochemical, epi absorbance, recombinant enzyme; Tyrosyl-DNA phosphodiesterase 2 (Homo sapiens), O95551; T5PNP hydrolysis, p-nitrophenol absorbance 415 nm; inhibition, % at 12.8 µM; 370,000 tested, 0.34% active; AID 720702, 2013;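 active = inhibition above the mean of all tested compounds plus 3 SD, set per campaign, cut at about 25% in these data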;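 note: 0% = DMSO with enzyme and 100% = buffer with substrate but no TDP2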
# Target sequence (O95551 whole entry, looked up): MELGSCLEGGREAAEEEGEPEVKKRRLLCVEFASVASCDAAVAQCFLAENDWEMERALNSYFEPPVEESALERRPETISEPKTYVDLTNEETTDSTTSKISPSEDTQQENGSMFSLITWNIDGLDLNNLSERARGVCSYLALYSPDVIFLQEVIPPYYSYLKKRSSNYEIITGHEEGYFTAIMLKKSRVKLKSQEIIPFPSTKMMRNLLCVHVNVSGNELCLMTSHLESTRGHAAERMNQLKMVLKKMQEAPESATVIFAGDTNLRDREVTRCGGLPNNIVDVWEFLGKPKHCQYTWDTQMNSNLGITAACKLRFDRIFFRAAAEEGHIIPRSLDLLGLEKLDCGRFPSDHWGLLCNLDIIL
#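 System – recombinant human TDP2 · Quantity – TDP2 enzyme at 120 nM final · Doses – single concentration, 12.8 µM nominal, with 1% DMSO · Incubation – 2 h at 37 °C · Measured by – epi absorbance of p-nitrophenol freed from T5PNP by hydrolysis · Read-out – % inhibition relative to enzyme-containing and enzyme-free wells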
# PRMT1 FP inh: PRMT1 methyltransferase inhibitors, primary screen, biochemical, fluorescence polarization | Protein arginine N-methyltransferase 1 (Homo sapiens), Q99873 | recombinant PRMT1, activity-based probe fluorescence polarization | inhibition, % at 2.79 µM | 370,000 tested, 1.3% active;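 active = inhibition above about 21% made by adding two undisclosed values, limit read from the data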
# ABHD4 inh: ABHD4 inhibitors, primary screen, biochemical, fluorescence polarization, mouse; 370,000 tested, 0.54% active; AID 720543, 2013; purified mABHD4, FP-Rh probe fluorescence polarization; inhibition, % at 8.92 µM;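 active = inhibition exceeding the mean over every tested compound plus 3 SD, cut at about 30% in these data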;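 note: 0% = plate median of compound wells and 100% = S159A mutant with DMSO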
# Target sequence (Q8VD66 whole entry, looked up): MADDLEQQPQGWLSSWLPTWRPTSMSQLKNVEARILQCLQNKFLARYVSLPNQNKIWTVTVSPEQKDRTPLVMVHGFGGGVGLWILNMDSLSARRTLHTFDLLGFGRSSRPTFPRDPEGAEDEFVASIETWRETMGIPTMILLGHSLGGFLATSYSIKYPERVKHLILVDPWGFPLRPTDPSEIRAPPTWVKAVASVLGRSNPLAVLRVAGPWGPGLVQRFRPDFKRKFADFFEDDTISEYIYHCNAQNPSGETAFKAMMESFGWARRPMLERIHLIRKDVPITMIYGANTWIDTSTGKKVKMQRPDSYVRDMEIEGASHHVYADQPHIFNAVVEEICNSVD
#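 Test system: mABHD4 protein; Read-out basis: % inhibition; Incubation: 45 min + 60 min at 25 °C; Repeats: single replicate; Technique: fluorescence polarization with parallel and perpendicular emission, 525/598 nm; Compound: 8.92 µM, single dose; Benchmarks: full inhibition S159A mutant plus DMSO, zero as sample-well median.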
# LEDGF integ inh: blockers of LEDGF/p75-dependent integrase strand transfer – biochemical, TR-FRET, high throughput, primary screen | TR-FRET IN-LEDGF/p75 DNA integration, Eu/Cy5 | inhibition, % at 3.7 µM | 370,000 tested, 0.64% active | AID 743269, 2014;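 active = inhibition above the screen-wide mean plus 3 SD, cut at about 13% in these data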;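 note: signal is the Cy5 over europium emission ratio at 671 and 618 nm; 0% = plate median of compound wells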
# Starred values were filed as active, the others as inactive; . = not tested or not shown. Some of the compounds tested; the hit share may differ from the screen's.
SMILES,MBD2 inh,TCR-CD3 inh,rCAG binder,SIAE inh,NPR2 activator,HTRA1 inhibitor,TDP2 absorb,PRMT1 FP inh,ABHD4 inh,LEDGF integ inh
CN(CCC#N)C(=O)CSc1ncnc2sc(-c3ccccc3)cc12,0,12,-1,-4,-2,-10,5,1,-15,0
Cc1cc(NC(=O)c2ccccc2Cl)ccc1NC(=O)c1ccccc1Cl,0,-2,0,-4,2,0,-3,5,-20,0
CC1=C(C(=O)NCc2ccccc2)C(c2cccs2)NC(=S)N1 (stereo unspecified),-1,4,0,6,2,-4,5,-1,-6,1
CCCCCCCCCCC(=O)Nc1cccnc1,-2,8,-9,0,-4,.,-8,3,-6,4
CCCCN(C(=O)COC(=O)COc1c(C)cc(C)cc1C)c1c(N)n(CCC)c(=O)[nH]c1=O,-3,-3,-4,6,0,0,16,-3,1,6
c1cncc(-c2nnc(SCc3cccc4ccccc34)o2)c1,0,1,5,-3,-3,-15,-7,-2,-7,5
Nc1ncnc2c1ncn2[C@@H]1O[C@H](C(=O)N2CCC[C@@H]2C(=O)OCc2ccccc2)[C@@H](O)[C@H]1O,0,11,0,28*,-3,.,0,0,-6,-6
O=C(COC(=O)c1ccco1)Nc1ccc2c(c1)OCO2,-2,-7,9,2,1,9,-14,0,2,-3
Cc1ccc2cc(CN(Cc3ccccc3)Cc3nnnn3C3CCCC3)c(=O)[nH]c2c1,2,5,-3,-1,-2,-16,1,1,-2,-1
Cc1c(C(=O)Oc2cc(N)n(S(C)(=O)=O)n2)cccc1[N+](=O)[O-],3,5,-2,5,2,3,-13,0,3,-2
CC(=O)N1CCSc2ccc(S(=O)(=O)NCCc3cccc(C)c3)cc21,-1,4,1,-18,-9,-8,-23,-4,-11,1
Cc1occc1C(=O)Nc1ccc([N+](=O)[O-])cc1Br,-2,1,0,0,-1,2,-3,-2,3,2
O=C(Oc1cccc(NC(=O)c2ccco2)c1)c1cccc(S(=O)(=O)N2CCCC2)c1,0,2,4,-10,-2,-10,10,2,-13,2
c1ccc(-c2csc(-c3cccnc3)n2)cc1,0,-10,-2,4,-2,-4,-1,3,3,-5
CC(=O)Nc1nc2nc(-c3ccccc3)cc(-c3ccccc3)n2n1,6,0,1,-6,.,-4,-1,1,3,3
CC(=O)NCCNc1nc2cc(-c3cc(F)ccc3C)sc2c(=O)n1C,5,-7,1,-6,-8,.,-4,3,-3,-3
O=C(Cn1nc(C(=O)O)c2ccccc2c1=O)Nc1cc(Cl)cc(Cl)c1,1,-6,12,-13,-1,0,10,1,1,1
CC1Nc2ncnc(N3CCN(c4ccccc4)CC3)c2N(Cc2ccc(Br)cc2)C1=O (stereo unspecified),-4,7,-5,-3,-3,-42,-1,-3,3,3
COc1ccc(C(=O)NCCS(=O)(=O)N2CCc3ccccc3C2)cc1,-2,1,-4,-5,7,-5,-1,8,-5,-4
O=C(NC(=S)Nc1ccccc1[N+](=O)[O-])c1cncc(Br)c1,-1,-2,3,7,3,0,-2,0,-4,5
CCOC(=O)C1=C(CC)OC(N)=C(C#N)C1c1ccc(OC)c(C)c1OC (stereo unspecified),1,-6,0,7,-6,-7,10,2,-1,1
Cc1cccn2c(NC(=O)c3ccccc3F)c(-c3ccccc3)nc12,2,0,-2,1,4,0,-8,1,1,-5
CCOC(=O)c1cnc2c(c(C)nn2C)c1Oc1cc(Cl)cc(Cl)c1,-1,1,-1,-1,-10,7,-19,-4,3,4
CNC(=S)N(CCc1cccc(C)c1)Cc1cc2cc(OC)c(OC)cc2[nH]c1=O,-1,3,2,1,4,-13,0,-1,-3,1

# A second format for some results above:
# Under each structure – MBD2 inh | TCR-CD3 inh | rCAG binder | SIAE inh | NPR2 activator | HTRA1 inhibitor | TDP2 absorb | PRMT1 FP inh | ABHD4 inh | LEDGF integ inh
> O=C(Cn1nc(C(=O)O)c2ccccc2c1=O)Nc1cc(Cl)cc(Cl)c1
    1 | -6 | 12 | -13 | -1 | 0 | 10 | 1 | 1 | 1
> CC1Nc2ncnc(N3CCN(c4ccccc4)CC3)c2N(Cc2ccc(Br)cc2)C1=O (stereo unspecified)
    -4 | 7 | -5 | -3 | -3 | -42 | -1 | -3 | 3 | 3

# (cont.)
SMILES,MBD2 inh,TCR-CD3 inh,rCAG binder,SIAE inh,NPR2 activator,HTRA1 inhibitor,TDP2 absorb,PRMT1 FP inh,ABHD4 inh,LEDGF integ inh
c1csc(-c2noc(COc3ccc4c(c3)CCCC4)n2)c1,-2,3,-1,-5,1,-8,-3,-1,-10,-2
COC(=O)Cc1nnn2c1[C@H](C)[C@H](c1ccccc1[N+](=O)[O-])OCC2,-6,1,3,1,7,.,-6,-1,-3,2
CO[C@@H]1CN(C)C(=O)c2cc(NC(=O)Nc3ccc(Cl)cc3)ccc2OC[C@H](C)NC[C@H]1C,-1,-10,6,8,-1,.,9,2,5,-2
CCN(c1ccc(OC)cc1)S(=O)(=O)c1ccc2c(c1)CC(C)N2C(=O)C1CC1 (stereo unspecified),4,4,-3,-6,2,-21,-14,-5,-3,0
CCOC(=O)C1CCN(C(=O)Cc2c(C(=O)O)n(C)c3ccccc23)CC1,-3,1,5,7,-2,-1,-3,0,4,-1
O=C(N/N=C\c1ccoc1)c1ccco1,0,2,-1,-4,4,-2,-2,3,-3,-4
Cc1c(C(=O)NCc2n[nH]c(=S)n2-c2ccc(F)cc2)cccc1[N+](=O)[O-],-4,3,-2,3,0,-1,-3,-2,5,2
CCC(C)C(=O)Nc1c2c(nc3c1CCC3)CCCC2 (stereo unspecified),-2,1,-1,-2,4,2,4,-6,3,4
CC(=O)[C@H]1CC[C@H]2[C@@H]3C=CC4=CC(=O)CC[C@@]4(C)[C@@H]3CC[C@]12C,2,10,-1,-2,3,2,10,0,6,1
O=C(NCCNC(=O)c1ccco1)c1cccc(F)c1,0,3,3,-3,5,-1,3,0,3,-3
COc1cc(/C=N/NS(=O)(=O)c2ccc3ccccc3c2)ccc1OCCN1CCOCC1,-5,6,4,2,6,-2,-6,-4,0,0
CCc1nc2ccc(C(=O)NCc3ccccc3OC)cn2c1N(CC)CCN(C)C,5,6,-1,6,7,.,2,1,4,-1
COc1ccc(-c2nc[nH]c2[N+](=O)[O-])cc1,-4,1,2,-1,5,0,3,0,0,2
Cc1ccc(Sc2ncccc2/C=N/O)cc1,-3,-5,1,-2,-2,8,0,3,4,-5
Cc1ccc(-n2cccn2)cc1,-5,-1,-7,-4,0,2,16,-1,6,0
Nc1nc(N=Nc2ccc(O)cc2)cc(=O)[nH]1,-21,-2,2,-7,-9,-2,-6,7,-1,-2
CCOC(=O)c1ccc(NC(=O)Oc2ccccc2)cc1,-3,-5,1,0,-2,-6,14,-1,-4,2
N#C/C(=C\c1cccs1)Sc1nc2ccccc2s1,2,-3,1,1,-2,-27,5,1,-13,1
COc1ccc(C(=O)O)cc1N1C(=O)Nc2ccccc2N1O,3,-2,1,2,-1,2,-2,2,7,-5
COc1ccc(CN2C3CCC2CC(NC(=O)c2cccc(F)c2)C3)cc1 (stereo unspecified),0,4,2,-5,-4,0,-2,-2,-3,1
COc1cc(C(=O)Nc2scc(-c3ccc(Br)cc3)c2C(=O)O)cc(OC)c1OC,6,-1,39*,23*,-1,-1,-1,-6,-37,1
Cc1onc(-c2ccccc2)c1C(=O)NC(=S)NNC(=O)c1ccccc1O,-8,3,19,12,2,30,0,-3,3,-3
O=C(Nc1ccc(O)c(C(=O)O)c1)Oc1ccccc1,-7,3,3,4,-5,10,0,4,5,0
Cc1c(C(=O)NCc2ccccc2)cnn1-c1ccccc1,-1,2,2,0,3,1,1,-1,-3,-3

# Reprinted at random: three entries already listed
SMILES,MBD2 inh,TCR-CD3 inh,rCAG binder,SIAE inh,NPR2 activator,HTRA1 inhibitor,TDP2 absorb,PRMT1 FP inh,ABHD4 inh,LEDGF integ inh
CCOC(=O)c1ccc(NC(=O)Oc2ccccc2)cc1,-3,-5,1,0,-2,-6,14,-1,-4,2
N#C/C(=C\c1cccs1)Sc1nc2ccccc2s1,2,-3,1,1,-2,-27,5,1,-13,1
O=C(Nc1ccc(O)c(C(=O)O)c1)Oc1ccccc1,-7,3,3,4,-5,10,0,4,5,0

# Later entries.
SMILES,MBD2 inh,TCR-CD3 inh,rCAG binder,SIAE inh,NPR2 activator,HTRA1 inhibitor,TDP2 absorb,PRMT1 FP inh,ABHD4 inh,LEDGF integ inh
COC(=O)c1[nH]c2ccccc2c1NS(=O)(=O)c1ccc(OC)cc1OC,3,2,2,1,-10,-4,1,0,-2,2
Cc1ccc(C)c(NC(=O)CC2Sc3ccccc3NC2=O)c1 (stereo unspecified),-4,-10,2,-1,-2,7,-20,-2,-4,7
COc1cc2[nH]c(=S)n(C3CCCC3)c(=O)c2cc1OC,4,3,1,2,-4,-11,3,2,-7,-1
COc1c(O)ccc(/C=C(\C#N)c2nc3ccccc3[nH]2)c1[N+](=O)[O-],-6,1,16,13,4,13,1,-2,26,0
CC(C)c1ccc(N(CC(=O)NC(C)(C)C)C(=O)CCC(=O)Nc2nccs2)cc1,1,5,-9,-1,1,2,-10,0,-2,1
CCOc1cc(N2CCOCC2)c(OCC)cc1NC(=O)COC(=O)COc1cc(C)cc(C)c1,3,-6,-5,2,-5,3,-2,0,2,-3
COCCNC(=O)c1cc2c(-c3ccc(Cl)cc3)nn(C)c2s1,2,5,4,-18,2,-24,-7,-3,-23,-1
CC(C)OCCCNC(=O)c1cc(S(=O)(=O)N2CCc3ccccc32)cn1C,0,-10,-1,-6,-14,-4,-4,4,-2,-2
Cc1cccc(-c2nc3ccccc3c(=O)n2NC(=O)Cc2ccc(Cl)cc2)c1,5,6,3,0,-3,-10,4,0,-6,1
CN1CCN(/N=C/c2cccc(Cl)c2Cl)CC1,0,0,-2,1,-1,2,8,2,3,-2
CCCCn1c(N)c(N(CCC(C)C)C(=O)C2=COCCO2)c(=O)[nH]c1=O,4,-5,-5,7,-2,4,3,5,-8,2
CN1CCc2nc(SCC(=O)Nc3cccc(F)c3)c(C#N)c(-c3cccs3)c2C1,1,6,19,-8,-2,-5,2,65*,5,2
O=C(NCCCN1CCCCCC1)c1ccc2c(c1)NC(=O)C(N1CCOCC1)S2 (stereo unspecified),1,4,6,0,4,-3,1,2,3,0
C[C@@]12C(C[C@H](O)[C@@]34C[C@@H](CCC13)[C@@H](CO)C4=O)[C@](C)(C(=O)O)CC[C@@H]2O (stereo partly specified),-2,0,2,2,-4,.,9,1,0,-1
Cc1ccc2c(c1)C(=O)C(=O)N2CC1COc2ccccc2O1 (stereo unspecified),-3,2,1,1,-8,-39,-1,-1,12,-2
